Screens as filed in PubChem.
PfG6PD inh: PfG6PD (Plasmodium falciparum) enzyme inhibition; PfGluPho enzyme, NADPH resazurin-diaphorase fluorescence; inhibition, % at 20 µM; actives 0.78% (n = 350,000);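 active = inhibition reaching at least a set limit at 20 µM in the primary screen, cut at about 59% in these data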;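 note: 0% = DMSO wells with substrate and 100% = DMSO wells lacking glucose-6-phosphate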
GRIN3A LBD mod: modulators (binders) of human NR3A ligand-binding domain | NR3A LBD differential scanning fluorimetry, Tm shift; 0% = protein alone, 100% = glycine-bound protein | Tm shift relative to glycine control, % at 25 µM | actives 2.5% (n = 340,000) | AID 1259313;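 active = melting temperature shift of at least 10% of the positive control shift, at one fixed dose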
SENP6 inh: inhibitors of human SENP6 protease; Recombinant SENP6 catalytic domain, aminoluciferin luminescence; inhibition, % at 10 µM; actives 1.8% (n = 330,000);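 active = inhibition above about 50% at the single tested dose, limit read from the data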;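 note: plate controls were DMSO wells with enzyme for no effect and DMSO wells lacking enzyme for full effect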
Target sequence (Q9GZR1 628-1112 limits assumed): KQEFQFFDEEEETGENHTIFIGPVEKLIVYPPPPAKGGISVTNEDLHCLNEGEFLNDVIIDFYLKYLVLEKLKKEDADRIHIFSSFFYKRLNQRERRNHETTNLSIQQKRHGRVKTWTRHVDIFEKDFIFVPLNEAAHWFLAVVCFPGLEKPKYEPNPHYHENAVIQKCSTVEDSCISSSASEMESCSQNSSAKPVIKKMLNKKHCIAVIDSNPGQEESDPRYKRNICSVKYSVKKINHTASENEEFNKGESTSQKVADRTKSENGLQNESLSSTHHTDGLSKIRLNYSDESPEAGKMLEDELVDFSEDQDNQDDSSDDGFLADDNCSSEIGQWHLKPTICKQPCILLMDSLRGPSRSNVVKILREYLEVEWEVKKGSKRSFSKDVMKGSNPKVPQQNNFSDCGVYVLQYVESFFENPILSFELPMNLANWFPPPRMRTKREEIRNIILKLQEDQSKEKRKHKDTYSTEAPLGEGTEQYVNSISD
SENP8 block: blocks human SENP8 cleavage of Nedd8 substrate. recombinant SENP8, Nedd8 substrate fluorescence. inhibition, % at 20 µM. actives 0.64% (n = 360,000). AID 602440; in the data active = inhibition mostly above about 40%, no sharp cut-off; inactive = mostly below about 27%
SENP1 inh: inhibitors of human SENP1 SUMO protease catalytic domain; Q9P0U3; recombinant SENP1 catalytic domain, CyPet-SUMO1-YPet FRET cleavage; inhibition, % at 10 µM; actives 0.21% (n = 360,000);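 active = inhibition at least 30% at 10 µM, raw YFP signal under a set limit, fluorescence ratio 0.5 to 1.5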;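 note: 0% = enzyme with DMSO and 100% = no enzyme wells; some results filed as inactive read as strong as hits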
Target sequence (Q9P0U3 419-644 limits assumed): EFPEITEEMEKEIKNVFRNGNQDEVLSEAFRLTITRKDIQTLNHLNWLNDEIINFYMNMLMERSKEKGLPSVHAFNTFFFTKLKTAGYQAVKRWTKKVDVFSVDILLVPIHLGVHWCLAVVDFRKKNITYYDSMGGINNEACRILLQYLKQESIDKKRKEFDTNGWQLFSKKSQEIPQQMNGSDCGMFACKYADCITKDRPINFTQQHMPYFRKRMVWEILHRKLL
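Controls: no-enzyme wells low, DMSO-plus-enzyme wells high control. Test system: human recombinant His6-tagged SENP1 catalytic domain enzyme. Reagent: SFCypet-SUMO1-SFYpet FRET protein substrate, 25 nM final. Doses: one dose per compound, 10 µM, 0.5% DMSO. Detection: FRET, CFP and YFP emission. Timing: 50 min reaction at room temperature.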
hIAP activ: human IAP activation. activation factor at 10 µM. actives 0.16% (n = 330,000). purified human IAP, CDP-Star luminescence, 30 min; active compounds read high; 1 = vehicle-only enzyme, 0 = enzyme-free background. P09923;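 active = activation factor of the enzyme at least 2-fold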; note: the source names both 10 and 20 µM as test concentration; values of inactives mirror those of a sister screen read the other way
ATG4B inhibitor: blocks human ATG4B protease cleavage of LC3 substrate | inhibition, % at 8.33 µM | AID 504462 | ATG4B cleavage of LC3-PLA2, NBD-HPC fluorescence, 1 h | actives 0.51% (n = 340,000); in the data active = inhibition above about 40%
MPTP block: blocks calcium-induced mitochondrial swelling | isolated mouse mitochondria, Ca2+ swelling absorbance, 30 min | inhibition, % at 10 µM | actives 1.4% (n = 360,000);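 active = inhibition of 50% or more, scaled per plate between neutral and stimulator controls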;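 note: 0% = DMSO wells given calcium and 100% = 1 mM EGTA wells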
* marks the source's active call; other numbers are inactive results; i = inactive; . = no result given; & = joins results of further samples.

GRIN3A LBD mod	hIAP activ	MPTP block	ATG4B inhibitor	PfG6PD inh	SENP6 inh	SENP8 block	SENP1 inh	SMILES
2	1	-0.3	-1	17	5	14	-1	CCOc1ccc(N(CC(=O)N2CCN(c3ccccc3OC)CC2)S(=O)(=O)c2ccc(F)cc2)cc1
-2	0.97	-0.2	1	-18	0	-2	-4	CC(C)C(NC(=O)c1ccco1)C(=O)NCC(c1ccco1)N(C)C (stereo not drawn)
-1	1	-0.3	-12	-12	11	12	2	COc1ccccc1NC(=O)C1CCCN1C(=O)NCc1ccccc1 (stereo not drawn)
-1	1.1	-2.8	-8	-18	1	24	3	CCO/C(C)=C1\C(=O)N(CC)c2ccccc21
1	1	2.7	-6	18	6	-5	2	Cc1ccc(-n2nnnc2-c2cccc(C)c2)cc1
-1	0.93	2.0	0	11	-1	-6	-3	O=C(/C=C/c1ccc(F)cc1)NC(=S)N1CCN(Cc2ccccc2)CC1
0&-1	0.98&1.1	7.0&-2.0	-2&0	2&10	-6&-4	10&-2	0&-1	CC1CNCCN1S(=O)(=O)c1cccc2cnccc12 (stereo not drawn)
-1	0.96	-0.2	5	-10	16	13	0	Cc1c(Cl)cccc1NC(=O)CS(=O)(=O)c1ccccc1
-2	0.92	1.3	-4	2	14	5	0	CCOC(=O)C1CCCC(NS(=O)(=O)c2ccc(NC(C)=O)cc2)C1 (stereo not drawn)
1	0.89	3.3	-1	7	-6	18	2	COc1ccc(N2CN=C3SCC(=O)N3C2)cc1
3	1.3	-1.8	-4	-2	-9	-198	2	COc1ccc(S(=O)(=O)N(Cc2cc3ccc(OC)cc3[nH]c2=O)CC2COCCO2)cc1 (stereo not drawn)
7	1	-1.9	1	-14	-18	17	1	O=C(CCNS(=O)(=O)c1cccs1)N1CCCCCC1
-1	1.1	-0.2	-4	0	-19	6	-7	C=CCN1CC(=O)N2Cc3[nH]c4ccccc4c3C[C@H]2C1=O
-7	1.1	1.2	-10	-22	-5	21	2	COc1ccc(-c2cccc(C(=O)Nc3ccc(OC)c(OC)c3)c2)cc1
-1	.	2.0	-5	13	.	28	-3	CO[C@H]1/C=C/O[C@@]2(C)Oc3c(C)c(O)c4c(O)c(c5c(c4c3C2=O)NC2(CCN(CC(C)C)CC2)N=5)=NC(=O)/C(C)=C\C=C\[C@H](C)[C@H](O)[C@@H](C)[C@@H](O)[C@@H](C)[C@H](OC(C)=O)[C@@H]1C
-1	0.98	2.0	30	37	2	13	-1	CCn1c(CN2c3ccccc3Sc3ccccc32)n[nH]c1=S
-2	0.94	1.3	5	-15	-14	-5	1	CCN(C(=O)c1cn(C)c(=O)c2ccccc12)c1ccccc1F
1	0.85	3.9	-11	-7	8	9	0	CCOc1ccc(CCNC(=O)c2[nH]c(C)c(C(C)=O)c2C)cc1OCC
0	1.2	-1.0	-11	-1	-6	21	3	O=C(CCNC(=O)c1ccc(Br)cc1)Nc1nc2ccccc2[nH]1
10*	0.86	3.0	16	5	59*	-12	-14	COc1ccc(/C=C2/CCc3ccccc3C2=O)cc1OC
-8	0.79	4.9	-18	12	11	0	-1	Cc1ccc(C(=O)Nc2ccc3c(c2)CCC3)cc1S(=O)(=O)N1CCOCC1
4	0.96	2.2	1	-6	7	2	1	O=C(CCC(=O)Nc1ccccc1)N/N=C/c1ccc2c(c1)OCO2
2	1	1.2	-7	-9	21	9	1	CCC(=O)N1CCc2cc(Br)cc(S(=O)(=O)N3CCN(C(=O)c4ccco4)CC3)c21
-5	0.99	-1.1	-5	12	-7	-134	-22	O=C(Cc1c[nH]c2ccccc12)Nc1nc2ccccc2[nH]1
52*	1	1.8	0	13	-1	-28	-50	CCOC(=O)C1Nc2ccc(C(F)(F)F)cc2C2C=CCC12 (stereo not drawn)
-1	0.93	-0.2	-5	0	11	-5	-2	Cc1ccc(NC(=O)CCCC(=O)O)c(-c2nc3ccccc3[nH]c2=O)c1
.	.	40	.	-17	.	13	3	Cc1c(Cl)ccc(S(=O)(=O)N2CCN(C)CC2)c1Cl
2	.	-0.7	-8	-14	.	-213	-35	N#Cc1ccc(CC(=O)c2ccccc2)[nH]c1=O
-13	0.92	2.7	11	1	69*	11	0	Clc1ccc(CN=C2Nc3ccccc3CS2)cc1
0	1.1	2.2	-13	-18	5	-492	3	CCOc1ccc2[nH]c(=O)c(CN(CCO)C(=O)c3ccccc3F)cc2c1
-1	1	-1.1	-10	-9	4	18	5	COc1cc(C2N(c3ccc(Cl)c(Cl)c3)C(=O)C3CCCN32)cc(OC)c1OC (stereo not drawn)
0	1	0.9	14	14	-11	8	-3	O=C(CN1CCCc2ccccc21)NCc1ccccc1Cl
1	1.1	0.9	5	-6	7	18	2	COc1cc2c(c(OC)c1OC)-c1ccc(OC)c(=O)cc1C(NC(C)=O)CC2 (stereo not drawn)
0	0.97	1.2	-5	-5	96*	-441	-3	CCOc1ccc(-c2cnc3ccccc3n2)cc1
-2	1	-0.2	-11	-3	-1	1	-3	COc1ccc(CSc2nnc3[nH]c(=O)cc(N)n23)cc1
0	0.88	-2.0	8	12	-8	-140	1	COc1cccc(C2CC(c3cccs3)=NN2C(=O)c2ccco2)c1O (stereo not drawn)
1	1.1	-0.9	-2	-2	6	17	0	O=C(NCCNc1ccc([N+](=O)[O-])cc1)c1ccco1
1	1	-0.9	11	-16	-11	-61	2	Nc1cc(C(=O)O)ccc1N1CCCCC1
-4	1.3	3.3	-3	28	48	-76	8	CCOc1cccc(/C=C/c2ccc3cccc(O)c3n2)c1O
17*	0.97	.	45*	49	-28	.	.	C#CCOCCOCCOCCNc1nc(N2CCN(C(=O)CCCCCCCCCCNC(=O)[C@@H](CCSC)n3cc(CCO)nn3)CC2)nc(N2CCN(C(=O)CCCCCCCCCCNC(=O)[C@H]([C@@H](C)CC)n3cc(CCCCCN)nn3)CC2)n1
5	1.2	-1.1	-2	-16	4	-1	3	O=C(O)c1ccc(N2C(=O)CC(Cc3ccccc3)C2=O)cc1 (stereo not drawn)
1	1	2.4	-5	14	-1	-216	-39	CC1=CC2=NC(=O)/C(=C/c3coc4ccccc4c3=O)C(=N)N2O1
-10	0.95	0.7	-2	91*	8	20	-5	[O-]/[N+](=C\c1ccncc1)c1ccc(Br)cc1
0	1.1	2.4	-6	-17	-22	11	2	Cc1nn(C)c(C)c1S(=O)(=O)NC1CCCC1
11*	1.1	1.8	3	9	-14	19	3	COC(=O)N/N=C/c1ccc(OC(=O)/C=C/c2ccco2)cc1
-1	1.1	-3.5	-9	0	-2	10	1	CCCCCNCc1ccc(Cl)cc1
1	0.98	8.6	-10	22	-24	-21	-3	O=C(NC(=O)c1ccccc1N1CCCCC1)Nc1ccc(Br)cc1
-2	1.2	-0.4	-9	9	-11	8	1	COc1cc(C(=O)NCC(=O)NCCCSc2ccccc2)cc(OC)c1OC
-2	0.89	12	0	15	-10	14	2	Nc1cc(=O)[nH]c(SCc2ccc(Cl)cc2Cl)n1
2	1.1	-1.9	5	22	9	0	3	CN1C(C(=O)Nc2ccccn2)=C(O)c2sc(Cl)cc2S1(=O)=O
-1	1	4.8	-13	-19	12	18	-1	CCOC(=O)N1CCC2(CC1)C(C#N)=C(N)OC1=C2C(=O)CC(C)(C)C1
-9	0.93	-0.2	-1	9	-4	-57	3	O=C(COC(=O)C1CCN(c2ccc(C(F)(F)F)cn2)CC1)NCCc1ccccc1
0	0.84	-1.8	-2	-4	8	-425	-28	COC(=O)Cc1cc(=O)oc2cc(O)ccc12
0	1	0.0	-7	2	9	5	1	COc1ccccc1N(CC(=O)N1CCCC1)S(=O)(=O)c1ccc(C)cc1
-23	1.3	-1.8	-8	9	-1	5	3	Cc1cc(C)cc(NC(=O)C2CCN(S(=O)(=O)c3c(C)n[nH]c3C)CC2)c1
-2	0.93	0.4	-5	-7	-6	14	-2	O=C(COc1c(F)c(F)cc(F)c1F)NC(=O)NC1CCCC1
0	.	1.0	-5	-20	.	-460	-27	C#CCOc1ccc(C2C3=C(COC3=O)Nc3cc4c(cc32)OCO4)cc1OC (stereo not drawn)
-2	1.1	-0.4	8	20	-17	8	2	O=C1c2ccccc2C(=O)N1CC1c2ccccc2CCN1C(=O)C1CCCCC1 (stereo not drawn)
-1	1	-1.3	1	0	7	16	0	NC(=O)C1CCN(C(=O)CC2(CC(=O)O)CCCCC2)CC1
2	1.2	0.8	3	17	2	-3	1	Cc1ccc(C(=O)OC(C)C(=O)c2cc(C)c(C)cc2C)o1 (stereo not drawn)

Next part.
GRIN3A LBD mod	hIAP activ	MPTP block	ATG4B inhibitor	PfG6PD inh	SENP6 inh	SENP8 block	SENP1 inh	SMILES
-2	0.98	-0.7	-7	12	-13	2	0	O=C(Nc1cccnc1)C1CCN(S(=O)(=O)c2cccs2)CC1
2	1	1.7	0	5	-15	2	-13	O=C1NN(c2ccccc2)C(=O)/C1=C\c1coc2ccc(O)cc2c1=O
1	0.95	-1.4	0	-9	-9	12	-1	COc1ccc(CNC(=O)CN2C(=O)NC(C)(c3cccc4ccccc34)C2=O)cc1OC (stereo not drawn)
-2	.	1.0	-7	-7	.	5	3	CN(CCc1ccccc1)C(=O)c1cccc(NC(=O)Cc2cccc(NC(=O)C3CCCN(C(=O)C4CCC4)C3)c2)c1 (stereo not drawn)
0	1	0.2	0	-4	-14	i	-3	NC(=O)c1oc2ccc(Cl)cc2c1N
